Source: PubChem BioAssay
STAT3 act: increases IL-6 driven STAT3 reporter signal; U3A cells, IL-6 STAT3-luciferase reporter, luminescence; 100% = signal with IL-6 EC80 alone; activation (% of control), % at 5.6 µM; actives 0.91% (n = 190,000); AID 871;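 active = activation above the screen-wide mean of compound activation plus 3 SD, cut at about 130% in these data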;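 note: 0% = background luminescence of wells with medium and substrate only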
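Material: human STAT1-deficient U3A cells with stable STAT3-luciferase reporter / Probe or stimulus: IL-6 stimulus at 33 ng/mL final / Schedule: 1 h compound pre-exposure, 6 h IL-6 stimulation, 37 °C / Technique: luminescence / Read-out basis: percent of IL-6-only median luminescence / Control set: IL-6-only high control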
SRC2 TRFRET art: flags TR-FRET format artefacts in PPARgamma SRC-2 recruitment agonist screen. TR-FRET ratio at 8 µM. actives 0.4% (n = 200,000). TR-FRET artefact counter-screen; active compounds read high. AID 1049; in the data active = TR-FRET ratio above about 2000; note: inactives centre near 1500
STAT3 blocker: inhibitors of IL-6 induced STAT3 signaling; actives 0.89% (n = 190,000); inhibition, % at 5.5 µM; U3A cells, IL-6 STAT3-luciferase reporter, luminescence; host cell line lacks STAT1;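 active = inhibition above the mean inhibition across all screened compounds plus 3 SD, cut at about 44% in these data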;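 note: 0% = DMSO only wells and 100% = 100 µM nifuroxazide control wells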
ROMK primary: modulators of human ROMK potassium channel | B-score at 10 µM | P48048 | actives 2% (n = 130,000) | Tet-inducible ROMK, thallium flux fluorescence; actives lie on both sides | AID 1918;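 active = signal ratio slope over the read window, or its plate-corrected B-score, at least 3 SD from the plate mean, either direction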;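 note: B-score of the F/F0 ratio slope over 7 to 12 s after thallium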
Target sequence (P48048 whole entry, looked up): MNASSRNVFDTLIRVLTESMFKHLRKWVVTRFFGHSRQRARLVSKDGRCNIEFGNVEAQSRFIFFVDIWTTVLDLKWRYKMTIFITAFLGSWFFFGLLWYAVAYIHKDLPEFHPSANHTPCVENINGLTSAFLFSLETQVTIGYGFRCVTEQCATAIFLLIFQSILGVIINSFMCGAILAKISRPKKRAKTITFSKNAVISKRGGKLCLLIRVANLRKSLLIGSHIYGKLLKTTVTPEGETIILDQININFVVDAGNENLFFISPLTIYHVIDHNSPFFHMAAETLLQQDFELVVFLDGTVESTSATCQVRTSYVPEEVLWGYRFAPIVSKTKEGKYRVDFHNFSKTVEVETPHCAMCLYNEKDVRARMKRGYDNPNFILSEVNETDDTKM
S1P3 antagonist: S1P3 (human) receptor antagonism | CHO S1P3 NFAT-BLA reporter, FRET fluorescence, antagonist mode | AID 485 | inhibition, % at 4.98 µM | actives 0.27% (n = 170,000) | Q99500;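 active = inhibition above the plate cutoff, the mean inhibition of test wells on that plate plus 3 SD, cut at about 28% in these data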;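 note: cells challenged with S1P at its EC80 of 0.8 µM; blue over green emission ratio from cleaved BLA substrate after 4 h stimulation; 0% = S1P-stimulated wells and 100% = unstimulated DMSO-only wells; some compounds past the cut are filed as inactive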
PPARg SRC-2 ag: promotes SRC-2 coactivator recruitment by human PPARgamma; activation, % at 8 µM; P37231; PPARgamma LBD-SRC-2 recruitment, biochemical; actives 0.34% (n = 200,000); in the data active = activation above about 22%;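 note: 0% = vehicle and 100% = reference agonist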
Target sequence (P37231 whole entry, looked up, the tested form may be a part): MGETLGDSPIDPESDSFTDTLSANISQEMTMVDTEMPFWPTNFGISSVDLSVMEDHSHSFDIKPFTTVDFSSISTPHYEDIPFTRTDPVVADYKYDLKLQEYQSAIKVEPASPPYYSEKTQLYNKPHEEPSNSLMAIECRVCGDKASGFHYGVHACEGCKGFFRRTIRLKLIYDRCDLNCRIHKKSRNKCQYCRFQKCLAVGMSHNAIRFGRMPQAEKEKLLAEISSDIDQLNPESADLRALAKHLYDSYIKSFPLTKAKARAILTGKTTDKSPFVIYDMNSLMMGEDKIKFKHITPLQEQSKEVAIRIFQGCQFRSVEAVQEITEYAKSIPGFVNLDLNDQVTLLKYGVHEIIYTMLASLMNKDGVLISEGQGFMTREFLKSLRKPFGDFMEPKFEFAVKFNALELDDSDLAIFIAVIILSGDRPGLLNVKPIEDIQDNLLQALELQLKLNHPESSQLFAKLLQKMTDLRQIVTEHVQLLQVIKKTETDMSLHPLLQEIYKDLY
RAM network inh: yeast RAM network inhibition; S. cerevisiae dse1pr::URA3 reporter, 5-FOA growth OD615, 2 d; analog-sensitive cbk1-as2 kinase mutant strain; actives 1.8% (n = 190,000); AID 868; inhibition, % at 50 µM;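 active = inhibition above a set limit, 3 SD over mean compound inhibition, cut at about 8.4% in these data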;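 note: 0% = DMSO-only wells with no growth and 100% = 10 µM 1-NA-PP1 full growth; inhibition rescues growth on 5-FOA so higher OD means more RAM inhibition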
TLR4 MyD88 comp: TLR4-MyD88 interaction inhibition in cells; AID 861; inhibition, % at 8.4 µM; actives 0.18% (n = 200,000); HeLa CL3-4 TLR4/MyD88 BLA complementation, FRET ratio; in the data active = inhibition above about 25%;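 note: 0% = vehicle and 100% = reference inhibitor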
PPARg SRC-3 ag: promotes SRC-3 coactivator recruitment by human PPARgamma; P37231; biochemical PPARgamma/SRC-3 coactivator recruitment assay; activation, % at 8 µM; actives 0.26% (n = 200,000); AID 731; in the data active = activation above about 23%;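 note: 0% = DMSO and 100% = reference agonist; some compounds past the cut are filed as inactive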
STAT1 inh: STAT1 signaling inhibition | NIH 3T3 STAT1-luciferase reporter, IFN-gamma, luminescence | inhibition, % at 5.5 µM | actives 0.35% (n = 200,000) | AID 920;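 active = inhibition above a set limit, the mean inhibition across all tested compounds plus 3 SD, cut at about 34% in these data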;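 note: 0% = IFN-gamma with DMSO and 100% = IFN-gamma with 300 µM nifuroxazide; values of inactives mirror those of a sister screen read the other way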
PPARg SRC-1 ag: agonists of human PPARgamma SRC-1 coactivator recruitment | activation, % at 8 µM | actives 0.41% (n = 200,000) | PPARgamma-SRC-1 coactivator recruitment biochemical assay; in the data active = activation above about 19%;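 note: 0% = DMSO and 100% = reference agonist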
Starred values were filed as active, the others as inactive; x = not tested or not shown.

(1) Cc1ccc(C(=O)C(C)OC(=O)C2CC(=O)N(C3CCCCC3)C2)cc1 (stereo not drawn)
(2) COc1ccccc1NC(=O)c1ccc(NC(=O)CSc2ncn[nH]2)cc1
(3) N=c1c2c(ncn1Cc1ccco1)Oc1ccc3ccccc3c1C2c1ccccc1 (stereo not drawn)
(4) Clc1ccc(CSc2snnc2-c2ccccc2)c(Cl)c1
(5) CC(C)c1ccc(NC(=O)CNC(=O)Cn2cnc3ccccc3c2=O)cc1
(6) Cc1occc1-c1nnc(SCC(=O)N2CCOCC2)n1CCc1ccccc1
(7) CN(C)S(=O)(=O)c1ccc(Cl)c(NC(=O)COC(=O)CCSc2ccccc2)c1
(8) O=C(NCc1ccccc1)c1cncc(Br)c1
assay / compound	1	2	3	4	5	6	7	8
STAT3 act	99.7	97.1	105.1	93.9	99.7	104.2	96.6	89.2
SRC2 TRFRET art	1400	1517	1680	1461	1706	1497	1578	1473
STAT3 blocker	3.2	2.1	-6.0	13.6	2.7	0.2	-0.2	16.6
ROMK primary	0.272	-0.438	-0.755	x	-0.000177	x	x	-0.132
S1P3 antagonist	-13.3	-3.9	20.3	x	-19.7	-12.9	11.2	-16.0
PPARg SRC-2 ag	-2.0	1.1	8.3	2.3	7.2	-10.7	10.9	-2.1
RAM network inh	-0.4	0.0	-1.0	2.3	0.8	1.1	3.3	3.2
TLR4 MyD88 comp	-6.6	9.3	-20.2	-0.9	-3.8	9.0	4.0	1.6
PPARg SRC-3 ag	-2.6	-5.8	-1.2	-5.3	5.1	5.6	5.5	0.0
STAT1 inh	-5.1	-6.0	1.5	-12.6	-2.2	7.0	10.6	3.5
PPARg SRC-1 ag	1.5	-1.6	7.5	5.5	8.0	3.0	-2.5	2.8

Reprinted from the part before: 3 compounds, then new ones.
(6) Cc1occc1-c1nnc(SCC(=O)N2CCOCC2)n1CCc1ccccc1
(7) CN(C)S(=O)(=O)c1ccc(Cl)c(NC(=O)COC(=O)CCSc2ccccc2)c1
(8) O=C(NCc1ccccc1)c1cncc(Br)c1
(9) O=c1c2c(nc3c(-c4ccc(Cl)cc4)c[nH]n13)CCCC2
(10) CCC1=NN(C(=O)CCc2ccccc2)C(O)(C(F)(F)F)C1 (stereo not drawn)
(11) O=C(/C=C/c1ccccc1[N+](=O)[O-])N1CCN(c2ccccc2F)CC1
(12) O=C(NCCc1ccccc1)/C(=N\O)c1ccccc1
(13) CCn1c(=O)cc(SCC(=O)NCc2ccc(C)o2)c2ccccc21
(14) CC(=O)Nc1ccccc1Sc1ccccc1
(15) C=CCOC(=O)c1cn(CC)c2nc(C)ccc2c1=O
(16) O=C(CN1CCc2ccccc21)NC(=O)NCc1ccco1
assay / compound	6	7	8	9	10	11	12	13	14	15	16
STAT3 act	104.2	96.6	89.2	74.6	102.4	98.7	103.1	89.6	108.1	92.7	135.4*
SRC2 TRFRET art	1497	1578	1473	1507	1431	1618	1732	1550	1558	1559	1472
STAT3 blocker	0.2	-0.2	16.6	30.5	8.5	9.8	1.4	18.5	-5.3	10.9	-40.7
ROMK primary	x	x	-0.132	1.39	x	0.534	0.376	0.0678	x	0.144	0.00279
S1P3 antagonist	-12.9	11.2	-16.0	-2.1	x	1.0	x	x	-16.0	2.0	-37.1
PPARg SRC-2 ag	-10.7	10.9	-2.1	5.6	-3.9	4.3	-0.6	10.1	-1.2	-3.1	-2.1
RAM network inh	1.1	3.3	3.2	4.3	-0.1	8.5*	0.8	0.3	1.5	0.1	2.1
TLR4 MyD88 comp	9.0	4.0	1.6	-2.0	10.9	-19.2	-7.1	-2.6	1.1	-12.0	0.0
PPARg SRC-3 ag	5.6	5.5	0.0	11.2	-6.6	3.8	7.2	4.9	-2.8	8.1	2.7
STAT1 inh	7.0	10.6	3.5	-2.2	-3.5	0.9	-25.1	-2.8	-0.8	4.2	-0.1
PPARg SRC-1 ag	3.0	-2.5	2.8	1.6	-9.0	5.0	12.1	10.9	1.1	12.3	10.9

Filtered by structure, the compounds so far with a furan ring, fused or not
(3) N=c1c2c(ncn1Cc1ccco1)Oc1ccc3ccccc3c1C2c1ccccc1 (stereo not drawn)
(6) Cc1occc1-c1nnc(SCC(=O)N2CCOCC2)n1CCc1ccccc1
(13) CCn1c(=O)cc(SCC(=O)NCc2ccc(C)o2)c2ccccc21
(16) O=C(CN1CCc2ccccc21)NC(=O)NCc1ccco1
assay / compound	3	6	13	16
STAT3 act	105.1	104.2	89.6	135.4*
SRC2 TRFRET art	1680	1497	1550	1472
STAT3 blocker	-6.0	0.2	18.5	-40.7
ROMK primary	-0.755	x	0.0678	0.00279
S1P3 antagonist	20.3	-12.9	x	-37.1
PPARg SRC-2 ag	8.3	-10.7	10.1	-2.1
RAM network inh	-1.0	1.1	0.3	2.1
TLR4 MyD88 comp	-20.2	9.0	-2.6	0.0
PPARg SRC-3 ag	-1.2	5.6	4.9	2.7
STAT1 inh	1.5	7.0	-2.8	-0.1
PPARg SRC-1 ag	7.5	3.0	10.9	10.9

(further entries)
(17) CCOC(=O)c1csc(NC(=O)CCSc2ccccc2)n1
(18) Cc1nonc1C(=O)N/N=C/c1cc2c(cc1Br)OCO2
(19) Cc1cccc(-n2c(SCC(=O)NCc3ccco3)nnc2-c2ccco2)c1
(20) FC(F)(F)c1cc(-c2ccccc2)nc(-n2cc(Cl)cn2)n1
(21) CCOC(=O)SC1=N/C(=C\c2ccc(N(C)C)cc2)C(=O)S1
(22) O=C(NCc1ccccc1Cl)C1CCN(S(=O)(=O)N2CCC3(CC2)OCCO3)CC1
(23) O=C(Nc1cccc(C(F)(F)F)c1)c1csc(-c2ccncc2)n1
(24) Cc1sc(-c2cccnc2)nc1OC(=O)C1CC1
assay / compound	17	18	19	20	21	22	23	24
STAT3 act	101.1	133.1*	99.5	79.2	100.2	101.4	82.7	105.3
SRC2 TRFRET art	1534	1638	1611	1662	1418	1409	1492	1604
STAT3 blocker	3.5	-33.2	3.4	27.5	3.2	2.1	25.2	-1.5
ROMK primary	0.736	-0.168	0.226	-0.991	x	x	-0.107	-0.0421
S1P3 antagonist	-10.2	-28.6	-20.7	11.4	10.6	-6.0	-12.1	3.6
PPARg SRC-2 ag	6.1	6.4	1.7	1.3	4.8	4.8	4.0	5.6
RAM network inh	4.1	3.2	-0.2	2.9	3.7	2.2	2.2	-1.2
TLR4 MyD88 comp	14.4	-5.6	4.4	7.2	1.5	-4.2	10.1	-1.4
PPARg SRC-3 ag	-0.3	4.2	2.6	-2.1	4.0	-7.8	1.9	-1.7
STAT1 inh	4.2	-22.3	-3.7	-0.1	6.5	1.7	14.5	-8.2
PPARg SRC-1 ag	0.3	2.9	1.5	1.8	5.2	3.2	2.7	3.2

(25) CCc1cc2ccc(C)cc2nc1SCC(=O)Nc1cc(C)on1
(26) CCSc1nnc2c(n1)OC(C)(C)Nc1ccccc1-2
(27) CC(=O)N(c1c(C)n(C)n(-c2ccccc2)c1=O)C1(C(=O)NC2CCCC2)CCCCC1
(28) CN(C)/C=C1\N=C(c2ccccc2)OC1=O
(29) COc1ccc(-n2c(C)cc(/C=C/c3nc(O)c([N+](=O)[O-])c(=O)[nH]3)c2C)cc1
(30) O=C(CCc1nc2ccccc2s1)NCc1ccccc1F
(31) O=C(c1cnn2c(C(F)(F)F)cc(-c3cccs3)nc12)N1CCN(C(c2ccccc2)c2ccccc2)CC1
(32) Nc1cccc(-n2nncc2-c2ccc(Cl)cc2)c1
assay / compound	25	26	27	28	29	30	31	32
STAT3 act	102.2	114.7	101.7	93.2	104.6	115.5	94.4	96.3
SRC2 TRFRET art	1591	1443	1673	1630	1487	1541	1362	1409
STAT3 blocker	0.9	-14.3	4.6	17.4	-3.9	-7.9	9.8	6.8
ROMK primary	x	x	x	-0.984	-0.288	0.0305	-3.1	x
S1P3 antagonist	-5.0	-13.1	x	5.9	5.2	-5.0	x	x
PPARg SRC-2 ag	-2.1	-1.4	1.6	-1.5	-1.5	-2.5	6.6	2.9
RAM network inh	5.7	1.1	0.2	0.9	5.8	0.1	2.8	1.2
TLR4 MyD88 comp	10.9	1.9	4.3	-8.8	-0.5	-0.3	19.6	3.0
PPARg SRC-3 ag	1.4	-2.9	-0.4	6.5	-0.5	1.5	9.7	9.4
STAT1 inh	-3.6	1.8	6.5	-11.1	-6.0	-5.2	-2.1	1.3
PPARg SRC-1 ag	-1.8	1.3	0.4	8.8	10.9	3.4	-7.3	4.5

(33) C#CCNC(=O)C1=C[C@@H](c2ccc(C#C)cc2)[C@H](CCCO)[C@@H](OCC)O1
(34) Cc1ccccc1S(=O)(=O)Cc1ccc(C(=O)NCCN2CCCCC2C)o1 (stereo not drawn)
(35) Cc1nn2c(-c3cccc(NC(=O)CSc4nc5ccccc5o4)c3)nnc2c2ccccc12
(36) CC1=Nc2ccccc2/C1=C/c1c(N)n2c(S(=O)(=O)C(C)C)nsc2nc1=O
(37) Cc1ccc2c(CN3CCN(C(=O)c4ccco4)CC3)cc(=O)oc2c1C
(38) O=[N+]([O-])c1ccc(O)c(Nc2ncnc3ccc(Br)cc23)c1
(39) CC(=O)Nc1ccc(OCCC[n+]2ccccc2)cc1
(40) CCN1CCCC1CNC(=O)c1csc2c1CCCC2 (stereo not drawn)
(41) O=C(Nc1nnc(-c2cccs2)o1)c1cccc(Oc2ccccc2)c1
(42) O=C(CN1CCOCC1)Nc1cccc(Cl)c1Cl
(43) COc1nccnc1NS(=O)(=O)c1ccc(NC(=S)NC(=O)/C=C/c2ccc(F)cc2)cc1
assay / compound	33	34	35	36	37	38	39	40	41	42	43
STAT3 act	x	91.7	73.5	112.4	109.9	90.7	103.6	89.5	113.1	110.5	93.2
SRC2 TRFRET art	1515	1675	1761	1476	1403	1575	1485	1505	1370	1499	1591
STAT3 blocker	x	15.8	34.4	-12.2	-3.3	15.6	-0.7	14.6	-6.5	-7.8	12.1
ROMK primary	x	x	-0.906	0.0937	1.1	-0.401	x	-0.771	x	-0.785	-0.0421
S1P3 antagonist	-11.2	-22.3	19.9	-20.0	2.3	-6.1	4.3	-1.4	-32.5	-9.3	-6.6
PPARg SRC-2 ag	8.6	3.0	11.0	1.1	-6.0	10.8	0.0	-2.1	-12.5	-6.8	1.9
RAM network inh	2.8	0.4	4.9	2.0	0.0	2.6	-0.1	-0.3	3.5	1.1	11.2*
TLR4 MyD88 comp	4.9	2.8	-2.1	3.0	0.9	-8.1	-2.9	-3.2	-7.8	0.2	-1.2
PPARg SRC-3 ag	0.4	0.0	14.1	-1.2	0.6	0.1	-2.9	3.4	-6.1	-3.1	4.2
STAT1 inh	23.8	-0.5	9.1	8.3	6.8	6.2	-18.5	-6.9	-0.4	3.6	1.0
PPARg SRC-1 ag	1.2	1.2	-1.2	0.9	3.5	8.6	-6.4	-1.2	-3.8	2.5	5.8
